# Source: PubChem (National Center for Advancing Translational Sciences (NCATS))
# TRPV1 ag: HTS Assay for Compounds that Act as Agonists of the Vanilloid Receptor 1; Transient receptor potential cation channel subfamily V member 1 (Homo sapiens), Q8NER1; TRPV1-expressing cells, Fluo-8 calcium influx, agonist mode; activation, % at 8.33 µM; 320,000 tested, 0.19% active; AID 540275, 2011; in the data active means activation above about 80%; inconclusive means between about 30% and that limit; further: 0% is about no effect
#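 TRPV1-expressing cells were cultured overnight at 35.5C and loaded with Fluo-8 calcium dye for 40 to 90 min at room temperature. After a 10 s baseline, compound was added and calcium influx was read kinetically for 3 min (ex 480/em 520 nm).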
# Coupling enz: qHTS Assay for Inhibitors of Fructose-1,6-bisphosphate Aldolase from Giardia Lamblia: Coupling assay counterscreen | coupling enzyme system counterscreen, AmpLite Red fluorescence | 290,000 tested, 0.67% active | activity change, negative = inhibition, % at 58.2 µM, hits read low | AID 2472, 2010; in the data active means activity change below about -30%; further: on the % scale 0 is the no-effect control and ±100 the full control effect
#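 Coupling enzymes only (glyceraldehyde-3-phosphate) + compound, at 57.5 uM final, 10 min RT; add substrate/coupling/AmpLite Red mix, 20 min RT; fluorescence ex 525/em 598 nm. Actives flag coupling-system interference.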
# Integrin act MD: qHTS for Activators of Integrin-Mediated Alleviation for Muscular Dystrophy | alpha7betagal myoblasts, beta-gal FDG fluorescence, 48 h | Potency, µM (top dose mostly 38.3 µM), for the others: at the highest dose activation, most hits filed as activators | 350,000 tested, 0.064% active | AID 624291, 2012;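 further: potency means the concentration at half of the fitted maximal effect; 100% = response of the positive control SU9516; nearly all actives have a fitted effect of over 60% in size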
#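 alpha7betagal+/- myoblasts (passage 13, 250/well) treated 48 h at 37C with compounds at 1:260 dilution of DMSO stock. Lysed, then beta-galactosidase activity read as FDG fluorescence (ex 480/em 540) after 30 min, with pre-read for autofluorescence.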
# S-ASM inh: Inhibitors of Secretory Acid Sphingomyelinase (S-ASM): qHTS. Sphingomyelin phosphodiesterase (Homo sapiens), P17405. placental ASM, HMU-PC fluorogenic substrate, 60 min. Potency, µM (highest dose often 57.5 µM), inactives show at the top dose activity change, negative = inhibition, actives largely listed as inhibitors. 340,000 tested, 0.006% active. AID 504937, 2011; further: potency means the concentration at half of the fitted maximal effect
# Target sequence (P17405 47-631 limits assumed): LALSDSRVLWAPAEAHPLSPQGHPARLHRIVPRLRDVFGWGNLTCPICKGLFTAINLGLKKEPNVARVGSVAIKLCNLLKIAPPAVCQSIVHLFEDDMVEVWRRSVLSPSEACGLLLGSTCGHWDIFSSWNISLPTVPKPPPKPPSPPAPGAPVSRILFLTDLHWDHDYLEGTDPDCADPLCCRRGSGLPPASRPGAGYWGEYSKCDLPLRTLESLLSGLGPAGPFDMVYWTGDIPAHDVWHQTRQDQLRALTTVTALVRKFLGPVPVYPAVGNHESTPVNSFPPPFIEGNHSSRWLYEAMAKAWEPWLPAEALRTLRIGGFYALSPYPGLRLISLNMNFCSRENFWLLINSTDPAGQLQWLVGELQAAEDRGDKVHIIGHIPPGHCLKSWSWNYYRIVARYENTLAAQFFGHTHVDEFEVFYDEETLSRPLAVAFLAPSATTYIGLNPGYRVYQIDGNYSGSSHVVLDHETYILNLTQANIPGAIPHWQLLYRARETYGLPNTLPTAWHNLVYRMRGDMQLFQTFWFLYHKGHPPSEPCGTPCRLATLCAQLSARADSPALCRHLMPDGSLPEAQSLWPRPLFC
#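 Human placenta-derived ASM enzyme was preincubated with compound for 10 minutes at room temperature, then given fluorogenic substrate HMU-PC0 (9 uM final) for 60 minutes at 37 °C; a pH 10 stop preceded fluorescence reading at Ex 386/Em 447 nm.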
# GALK inh: qHTS Assay for Inhibitors of Human Galactokinase (GALK). Purified GALK, Kinase-Glo residual ATP luminescence. Potency, µM (titrated, usually from 57.5 µM), for inactives: at the top dose activity change, negative = inhibition, usual class: inhibitors. 270,000 tested, 0.007% active. AID 1868, 2009; further: potency means the concentration at half of the fitted maximal effect; on the % scale 0 is the no-effect control and ±100 the full control effect
#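 Compounds were pin-transferred into ATP buffer (35 uM final), then GALK plus galactose (5 nM, 100 uM final) was added. After 1 h at room temperature, Kinase-Glo Plus was added and luminescence read after 10 min.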
# KCNH2 3.1 block: qHTS for Inhibitors of KCHN2 3.1: Mutant qHTS; U2OS KCNH2 3.1, thallium flux FluxOr; hits give low values; activity change, % (tested at about 1.8 µM); 340,000 tested, 0.95% active;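 active means maximum activity change below -70%; inconclusive means maximum activity change from -70% to -50%; inactive means maximum activity change above -50%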;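 further: thallium influx rate constant from kinetic fluorescence after stimulation buffer; on the % scale 0 is the no-effect control and ±100 the full control effect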
#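 Kinetic fluorescence (2 min after stimulation buffer) measures Tl+ influx through KCNH2 3.1 expressed by viral transduction in U2OS cells; the rate constant is normalized against DMSO controls serving as positive and negative references.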
# hERG WT inh: qHTS for Inhibitors of KCHN2 3.1: Wildtype qHTS; AID 720551, 2013; 340,000 tested, 0.37% active; activity change, % at 1.84 µM; Voltage-gated inwardly rectifying potassium channel KCNH2 (Homo sapiens), Q12809; U2OS, BacMam KCNH2, thallium flux FluxOr; hits give low values;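 active means maximum activity change below -70%; inconclusive means maximum activity change between -70% and -50%; inactive means maximum activity change above -50%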; further: on the % scale 0 is the no-effect control and ±100 the full control effect
#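 U2OS cells transduced with wild-type KCNH2 virus are loaded with FluxOr dye for 45 min, and thallium flux is measured in kinetic reads before and after stimulation buffer. Rate constants are normalized to DMSO controls.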
# AT treatment: qHTS Assay for Identifying a Potential Treatment of Ataxia-Telangiectasia; […] A-T fibroblasts, KAP-1 phosphorylation AlphaLISA; neocarzinostatin DNA damage 30 min before lysis; Potency, µM (series often up to 57.5 µM), without a hit: top-dose activation, most hits filed as activators; 320,000 tested, 0.19% active; further: potency means the concentration at half of the fitted maximal effect; % of control where 0% means no effect; nearly all actives have a fitted effect of over 45% in size
#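 hTERT-immortalized A-T patient fibroblasts ([…]), 500 cells/well in OPTI-MEM, 1% FBS, got compounds for 60 min, then NCS for 30 min at 37C. Lysates were then assayed for phospho-KAP-1 by AlphaLISA (anti-pKAP1 donor, anti-KAP1 acceptor beads), 6 hr at 25C.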
# MBNL1 CUG block: qHTS Assay for Inhibitors of MBNL1-poly(CUG) RNA binding; 280,000 tested, 0.036% active; Muscleblind-like protein 1 (Homo sapiens), Q9NR56; TR-FRET MBNL1-His/biotin-(CUG)12 binding, 665/545 ratio; AID 2675, 2010; Potency, µM (top dose mostly 57.5 µM), without a hit: at the top dose activity change, negative = inhibition, actives largely listed as inhibitors; active means well fitted inhibition curve with a large enough effect in the signal ratio, with a control signal flat, not every such curve was filed as active; inconclusive means small, poorly fitted or top-dose-only effect, or effect the other way, or a change in a side signal; inactive means no such curve, though single readings can be large or run the other way; the % refers to the signal ratio; further: potency means the concentration at half of the fitted maximal effect; on the % scale 0 is the no-effect control and ±100 the full control effect
# Target sequence (Q9NR56 whole entry, looked up): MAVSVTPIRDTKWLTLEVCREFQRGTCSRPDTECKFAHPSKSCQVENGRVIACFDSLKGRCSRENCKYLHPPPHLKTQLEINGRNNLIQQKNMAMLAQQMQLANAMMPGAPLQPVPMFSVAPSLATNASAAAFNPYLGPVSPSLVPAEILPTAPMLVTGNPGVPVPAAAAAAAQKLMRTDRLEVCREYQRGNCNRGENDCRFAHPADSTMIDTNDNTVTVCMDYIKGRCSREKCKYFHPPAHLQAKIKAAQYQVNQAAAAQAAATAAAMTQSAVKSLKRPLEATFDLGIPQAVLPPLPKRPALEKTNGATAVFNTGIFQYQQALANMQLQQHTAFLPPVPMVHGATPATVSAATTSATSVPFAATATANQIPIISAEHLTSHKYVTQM
#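 His-tagged MBNL1 binding to biotinylated (CUG)12 RNA was measured by TR-FRET using terbium anti-His antibody (0.055 ng/ul final) and streptavidin-XL665 (5 nM final). Compounds were titrated 92 nM to 58 uM; 60 min at room temperature.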
# MLL CXXC-DNA inh: qHTS Fluorescence Polarization Assay for Inhibitors of MLL CXXC domain - DNA interaction; Potency, µM (doses to about 115 µM), for inactives: at the top dose activity change, negative = inhibition, hits mostly inhibitors; Histone-lysine N-methyltransferase 2A (Homo sapiens), Q03164; 290,000 tested, 0.037% active; AID 2662, 2010; MLL-CXXC / FITC-HOXA9 DNA fluorescence polarization; active means well fitted inhibition curve with a large enough effect in the polarisation, with a control signal flat, not every such curve was filed as active; inconclusive means small, poorly fitted or top-dose-only effect, or effect the other way, or a change in a side signal; inactive means no such curve, though single readings can be large or run the other way; the % refers to the polarisation; further: potency means the concentration at half of the fitted maximal effect
#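 Steps: dispense CXXC domain solution (7 uM) → pin compounds or unlabeled HOX-A9 DNA control → 5 min ambient → add FLSN-HOX-A9 solution (50 nM) → spin → 30 min ambient → fluorescence polarization. Tris pH 7.5/NaCl/DTT/BSA buffer.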
# * hit, by the source's call; u = inconclusive; x = not tested or not shown; & = joins results of further samples; [ ] = remark or other dose. Unless noted, the call rests on the fitted dose curve; in most records, active means well fitted curve in the direction sought with a large enough effect; inconclusive means small, poorly fitted or top-dose-only effect, or another doubt; inactive means no such curve, though single readings can be large; an effect the other way counts as inactive or inconclusive.
SMILES,TRPV1 ag,Coupling enz,Integrin act MD,S-ASM inh,GALK inh,KCNH2 3.1 block,hERG WT inh,AT treatment,MBNL1 CUG block,MLL CXXC-DNA inh
CCOC(=O)Nc1cc(=O)c2ccccc2o1,7.3,0.5,3.9%[7.66 µM],2.2%,-1.7%,x,17.8,4.0%,-3.9%,9.2%
CC#CCOC(=O)c1c(C)nc2sc3c(c2c1N)CCC(O)C3 (stereo not given),11.0,x,x,6.2%,x,8.0,-5.5,-4.8%,x,-5.8%
COc1ccc(C(=O)N2CCC2)cc1S(=O)(=O)NCc1ccc(Cl)cc1,x,x,-1.4%,0.9%,x,14.8,16.2,3.3%,x,x
COc1cc(/C=N/NC(=O)c2cc(-c3cccc(Br)c3)nc3ccccc23)cc(OC)c1O,x,x,-5.7%,u,x,-1.0,0.0,x,x,x
C=CCC1NS(=O)(=O)OC(CCCC)C1O (stereo not given),0.8,1.9,15.8%,3.1%,x,-2.4,-8.2,-1.4%,-14.2%,-0.6%
Cc1c(C)[n+](=O)c(-c2ccc(F)cc2)c(C)n1[O-],-3.8,2.6,u,4.7%,-1.8%,-3.1,2.7,2.4%,16.7%,0.0%
CO/N=C/NC(=O)NOCc1ncc(C(F)(F)F)cc1Cl,5.1,-0.4,7.0%,-4.8%,-2.4%,-15.4,2.4,0.5%,-2.7%,1.3%
O=C(Nc1ccccn1)c1cccc(S(=O)(=O)N2CCCc3ccccc32)c1,20.6,x,-3.1%,-2.0%,x,9.6,3.7,7.0%,x,x
CCc1nnc(NC(=O)c2cc(S(=O)(=O)N3CCCCC3)ccc2N2CCOCC2)s1,-2.3,1.7,42.1%,0.0%,-7.0%,-24.0,3.4,-5.2%,-5.6%,-0.9%
CCN(C[C@H]1N[C@@](Cc2ccccc2)(C(=O)OC)[C@H]2C(=O)N(C)C(=O)[C@@H]12)C(=O)c1ccc(C)cc1,x,x,24.5%,3.5%,x,-7.7,2.9,0.0%,x,x
CC(C)(C)NC(=O)COC(=O)c1ccc(S(=O)(=O)N2CCCCCC2)cc1,-2.1,1.9,21.8%,-0.6%,-1.0%,17.6,-7.8,-4.5%,-0.4%,-2.2%
COc1cccc(/C=C2\N=C(C3CCCCC3)OC2=O)c1OC,1.7,3.2,-6.7%,-1.0%,-3.1%,9.4,5.4,1.9%,1.0%,-4.0%
COc1cccc(C(=O)N2CCN(C3CCC(c4ccccc4)CC3)CC2)c1 (stereo not given),10.2,1.6,-27.8%,-2.1%,-4.4%,-26.9,9.9,0.6%,-5.9%,9.9%
Cc1cc(N2CCOCC2)nc(N)n1,6.8,0.2,-25.8%,1.9%,1.0%,-1.9,7.0,-2.2%,-2.1%,6.2%
COc1ccc(C(=O)COC(=O)c2nn(C)c(=O)c3ccccc23)c(OC)c1,-0.9,2.1,7.1%,0.0%,0.3%,-3.0,-0.1,-0.3%,5.5%,6.3%
COc1ccc2c(CC(=O)OCC(=O)Nc3cc(C)c(C)cc3[N+](=O)[O-])coc2c1,2.2,0.2,3.7%,-5.8%,1.0%,14.0,0.2,-1.9%,30.6%[activator],2.4%
Cc1ccc(C(=O)O)cc1NC(=S)NC(=O)c1ccc(-c2ccccc2)cc1,1.6,4.2,18.9%,-2.2%,-1.2%,-5.9,-9.2,3.3%[11.5 µM],-8.0%,6.5%
Cc1ccccc1OCc1nc2c3cnn(C)c3ncn2n1,4.5,-0.8,-12.6%,-0.9%,0.8%,-11.8,-2.2,0.5%,2.5%,11.3%
O=C(CC(c1ccccc1)(c1ccccc1)c1ccccc1)N[C@@H](Cc1ccc(O)cc1)C(=O)O,-2.3,8.4,23.6%,7.2%,2.7%,x,x,-12.5%,-18.9%,-13.9%
O=C1Nc2c(Br)cc(Br)c3cccc1c23,-3.8,0.7,-10.5%,51.7%[activator],10.0%,8.3,0.8,7.3%,3.0%,9.3%
COc1ccc(CN2CCNC(=O)C2CC(=O)NCc2cn[nH]c2-c2ccccc2)c(F)c1 (stereo not given),1.4,x,12.6%,-1.8%,-0.6%,-3.5,-0.2,1.1%,7.7%,11.6%
CCc1nn2c(=O)c(S(=O)(=O)Nc3ccc(Cl)cc3)c(C)nc2s1,-1.9&2.5,0.1,-16.4%,-0.9%,x,5.9,7.2,1.5%&-0.8%,3.4%,-1.6%
C=C(C)Cn1c(SCC(=O)O)nnc1-c1ccc(OC)cc1,-0.9,4.2,13.7%,1.5%,0.4%,16.3,1.2,3.8%,-5.6%,11.6%
Cc1c(C(=O)Nc2cccc3cccnc23)oc2ccccc12,-1.9,0.1,27.9%,-2.5%,1.0%,-9.5,-30.5,17.3%,-1.0%,-3.0%
O=C(CCC(=O)OCc1cccc([N+](=O)[O-])c1)Nc1ccc(F)cc1,-2.5,-0.2,3.0%,1.3%,-3.3%,1.8,14.4,-3.8%,12.6%,-11.0%
COCCN(C(=O)COC(=O)c1cccs1)c1c(N)n(Cc2ccccc2)c(=O)[nH]c1=O,-0.1,x,7.3%,-1.8%,4.2%,63.1,-9.1,-1.1%,-0.6%,15.0%
Cc1snc(SCc2ccc(Cl)cc2)c1C#N,7.1,-0.3,-9.4%,-6.4%,0.8%,-3.4,1.8,34.1%,0.4%,10.3%
O=C(CSc1ccc(-c2ccccc2)nn1)N1CCCCC1,4.9,-0.2,2.6%,-1.8%,6.2%,6.4,-12.4,5.9%,-7.7%,5.4%
CCCCOc1ccc(C(C)NC(=O)CCS(=O)(=O)Cc2ccccc2Cl)cc1 (stereo not given),2.8,4.6,4.7%,3.0%,0.0%,-31.9,-11.7,4.0%,0.2%,9.5%
COC(=O)c1cc2occc2n1Cc1nc(-c2ccccc2C)oc1C,-4.2,-0.5,4.8%,1.3%,x,-5.9,-5.7,-6.5%,11.9%,6.6%

# Compound profiles, as listed above. Order of values: TRPV1 ag, Coupling enz, Integrin act MD, S-ASM inh, GALK inh, KCNH2 3.1 block, hERG WT inh, AT treatment, MBNL1 CUG block, MLL CXXC-DNA inh
# CCc1nn2c(=O)c(S(=O)(=O)Nc3ccc(Cl)cc3)c(C)nc2s1 is entered as -1.9&2.5, 0.1, -16.4%, -0.9%, x, 5.9, 7.2, 1.5%&-0.8%, 3.4%, -1.6%
# Cc1c(C(=O)Nc2cccc3cccnc23)oc2ccccc12 is entered as -1.9, 0.1, 27.9%, -2.5%, 1.0%, -9.5, -30.5, 17.3%, -1.0%, -3.0%

# (continued)
SMILES,TRPV1 ag,Coupling enz,Integrin act MD,S-ASM inh,GALK inh,KCNH2 3.1 block,hERG WT inh,AT treatment,MBNL1 CUG block,MLL CXXC-DNA inh
CCOC(=O)CSc1nnc(Cc2cc(=O)[nH]c(=O)[nH]2)n1-c1ccc(Cl)cc1,x,-0.5,0.0%,0.5%,2.0%,2.0,4.1,10.9%,-9.0%,-0.8%
CCOc1ccc(NC(=O)CSC2=NCCN2)cc1,-0.4,1.0,12.5%,2.7%,0.3%,-4.5,-2.6,9.3%,x,-6.6%
CSCCC(NC(=O)c1cccc(C)c1)C(=O)Nc1sccc1C(N)=O (stereo not given),-1.0,-3.2,-10.4%,-0.3%,0.4%,-0.1,-25.1,6.5%,9.4%,8.2%
CCCCn1c(N)c(N(CCOC)C(=O)C2CCN(c3ncnc4sc(C)c(C)c34)CC2)c(=O)[nH]c1=O,-1.7,x,28.2%,16.9%,x,-12.8,-6.7,-8.2%,x,x
Cc1cccc(C(=O)NCc2nnc(SCC(=O)NC3CCCC3)n2C)c1,-0.7,1.5,-3.3%,-1.9%,3.9%,-2.0,-8.3,-5.3%,-0.4%,0.1%
COc1ccc(CN(CC(=O)NC2CCCCC2)C(=O)CCCC(=O)Nc2ccccn2)cc1,-1.7,-1.6,-7.1%,-0.7%,0.0%,-4.0,4.9,0.7%,-12.6%,-9.1%
Cc1ccc2nc(N3CCN(c4ccccc4)CC3)c(C=O)c(=O)n2c1,0.1,-7.6,-2.6%,-1.7%,0.0%,x,-6.9,0.0%,0.7%,-3.3%
